High-throughput results deposited in PubChem BioAssay by The Scripps Research Institute Molecular Screening Center.
MITF inh – human MITF inhibition, primary screen; actives 0.91% (n = 650,000); O75030; AID 1259374; inhibition, % at 2.6 µM; AlphaScreen MITF homodimerization, bead proximity signal; in the data active = inhibition above about 50%;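 also: 0% = vehicle wells with protein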
GPR151 activ – activates the human receptor GPR151 | Q8TDV0 | PathHunter beta-arrestin GPR151 cells, luminescence | activation, % at 11.2 µM | actives 1% (n = 650,000); in the data active = activation above about 4.9%;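 also: 0% = median of compound wells and 100% = cells with positive control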
TEAD-YAP block – TEAD-YAP interaction inhibition | HEK-TIYL cells, TEAD-Gal4/YAP UAS-luciferase luminescence | inhibition, % at 9.12 µM | actives 1.4% (n = 640,000) | AID 1259422; in the data active = inhibition above about 32%;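 also: 0% = median of test compound wells and 100% = reference inhibitor wells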
FBW7 activator – human FBW7 E3 ligase activation, primary screen. AlphaScreen FBW7–phospho-cyclin E peptide binding, activator screen. normalized activity (activation), % at 26.1 µM. actives 0.13% (n = 650,000); in the data active = normalized activity above about 1.9%;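 also: purified mutant Fbw7 with reduced substrate affinity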
Target sequence (Q969H0 whole entry, looked up): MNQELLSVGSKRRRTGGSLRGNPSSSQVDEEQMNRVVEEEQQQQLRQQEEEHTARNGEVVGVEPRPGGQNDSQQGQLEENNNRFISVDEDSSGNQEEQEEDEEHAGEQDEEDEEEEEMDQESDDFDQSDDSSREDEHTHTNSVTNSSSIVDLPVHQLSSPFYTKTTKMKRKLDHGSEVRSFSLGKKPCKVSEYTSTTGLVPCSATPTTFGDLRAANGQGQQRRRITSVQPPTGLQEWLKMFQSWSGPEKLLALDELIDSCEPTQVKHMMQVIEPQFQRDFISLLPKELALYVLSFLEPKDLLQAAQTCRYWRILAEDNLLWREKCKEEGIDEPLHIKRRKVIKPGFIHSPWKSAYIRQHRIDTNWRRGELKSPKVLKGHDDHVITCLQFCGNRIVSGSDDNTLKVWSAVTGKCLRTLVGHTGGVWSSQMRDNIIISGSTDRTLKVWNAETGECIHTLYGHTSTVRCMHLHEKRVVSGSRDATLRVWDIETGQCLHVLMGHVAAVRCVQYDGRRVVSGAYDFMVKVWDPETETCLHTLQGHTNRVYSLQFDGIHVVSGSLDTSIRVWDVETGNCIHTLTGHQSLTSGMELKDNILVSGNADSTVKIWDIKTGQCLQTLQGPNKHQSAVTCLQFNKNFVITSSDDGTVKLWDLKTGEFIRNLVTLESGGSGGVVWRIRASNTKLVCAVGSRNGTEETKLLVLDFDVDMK
An asterisk follows results filed as active.

structure,MITF inh,GPR151 activ,TEAD-YAP block,FBW7 activator
CN1CCCN(C(=O)C2CC23CCN(Cc2cccc(Oc4ccccc4)c2)CC3)CC1 (stereo unspecified),-13,0.4,-6,-0.3
CCCCOc1ccc(C(=O)NCCS(=O)(=O)N2CCN(c3ccccn3)CC2)cc1,-6,-0.6,7,-0.1
N#CCn1cnc2c(nnn2-c2cccc(F)c2)c1=O,-3,6.1*,10,-0.1
CSc1cccc(NC(=O)C2C3C=CC4(O3)C2C(=O)N(Cc2cccnc2)C4C(=O)NC2CCCCC2)c1 (stereo unspecified),-2,-0.7,-8,0.0
COc1ccc(CNC(=O)COC(=O)CCSc2ccccc2)cc1,10,-2.0,-7,0.1
O=C(CSc1nc2ccsc2c(=O)n1CCc1ccccc1)NCCc1ccccc1,7,-1.0,5,-0.2
CCn1c(SC(C)C(=O)Nc2ccc(N)cc2)nnc1-c1ccc(OC)cc1 (stereo unspecified),13,-0.8,-1,0.1
COc1ccc(CC(=O)NC2CCCCCC2)cc1OC,5,-1.0,-2,0.0
Cc1ccccc1OCC(=O)Nc1ncc(Cc2ccc(Br)cc2)s1,-4,1.9,55*,0.0
Cc1nc2cc(NCc3ccc(N(C)C)cc3)ccc2n1C,1,0.3,7,-0.6
O=C(NCC1(c2ccccc2)CCCC1)C1CC12CCN(C(=O)Cn1cncn1)CC2 (stereo unspecified),16,0.0,6,-0.1
COc1ccc2nc3sc(C(=O)NC4CCCC4)c(N)c3cc2c1,-12,-0.9,-11,-0.1
Cc1ccc(Oc2ccc(Oc3ccc(Oc4ccc(C)c(C)c4)cc3)cc2)cc1C,11,0.2,2,0.2
O=C(CN1CCN(CC(=O)Nc2ccccc2F)CC1)Nc1ccc(Cl)c(C(F)(F)F)c1,9,0.6,0,0.0
CCCCNC(=O)c1ccccc1NS(=O)(=O)c1cccs1,8,0.3,-3,0.2
Cc1cc(C)cc(NC(=O)CCN2CCCCC2)c1,-8,2.8,2,-0.1
CC(=O)c1nc2ccccc2n1S(=O)(=O)c1ccc(C)cc1,-4,0.6,1,0.0
COc1ccc(C)cc1Nc1cc(C)nc2nc(C)nn12,19,-0.8,15,0.3
NC(=O)CSc1nc2c(c(C(F)(F)F)n1)CCCC2,-11,1.5,2,-0.1
CC(C)(C)NC(=O)CN(Cc1cccs1)C(=O)CN1C(=O)C(=O)c2ccccc21,2,-0.4,10,-0.3
COc1cccc(OC)c1C(=O)Nc1sc2c(c1C(N)=O)CCCC2,-105,1.0,5,0.0
COc1cc(Nc2nc(NC3CC3)c3ncn(Cc4ccc(C(F)(F)F)cc4)c3n2)cc(OC)c1OC,21,-0.9,47*,0.3
Cc1cccc(C(=O)Nc2ccc3nc(SCC(=O)c4ccc(Br)cc4)sc3c2)c1,2,1.1,-6,0.0
CCN(CC)C(=O)C1CCCN(c2ncc(C)c(NC3CCN(Cc4ccccc4)CC3)n2)C1 (stereo unspecified),8,-0.3,9,0.3
CC1CC(C)CN(CCCNC(=O)c2cc3c(=O)n(C)c4ccccc4c3s2)C1 (stereo unspecified),0,1.2,-4,0.1
CC(C)=CCC/C(C)=C\CNCc1ccco1,11,0.2,18,0.2
CC(=O)c1ccc(/C=C/C(=O)O)o1,19,-0.3,8,0.0
COc1cc(OC)c(NC(=O)CNC(=O)Cn2cnc3sc(C)cc3c2=O)cc1Cl,-5,1.2,4,-0.1
O=C(CSc1nc(=O)n(CCO)c2c1CCC2)N1CCCc2ccccc21,-6,-0.8,-1,-0.2
Nc1nc(Oc2ccccc2F)c(Br)c(=O)[nH]1,4,1.0,-15,-0.1

Given with values under each structure: 2 of the compounds above.
Value order: MITF inh | GPR151 activ | TEAD-YAP block | FBW7 activator
- COc1cc(OC)c(NC(=O)CNC(=O)Cn2cnc3sc(C)cc3c2=O)cc1Cl
    -5 | 1.2 | 4 | -0.1
- O=C(CSc1nc2ccsc2c(=O)n1CCc1ccccc1)NCCc1ccccc1
    7 | -1.0 | 5 | -0.2

Following part:
structure,MITF inh,GPR151 activ,TEAD-YAP block,FBW7 activator
COc1ccccc1NC(=O)C(=O)NC(C)C,-8,-2.0,-2,0.1
CC1CN(c2ccc([N+](=O)[O-])c(C3CCOCC3)c2)CCN1S(C)(=O)=O (stereo unspecified),3,0.5,9,-0.1
Cc1ccc(S(=O)(=O)Nc2ccc3c(c2)ncn3-c2ccccc2)cc1,6,0.6,-12,-0.1
O=C(NC1CC1)c1ccc(-c2nc(Nc3ccccc3)c3ncn(-c4ccccc4)c3n2)cc1,-10,3.3,5,0.3
O=C(NC1CC1)c1cc(Sc2ccc(Cl)cc2)nc2ccccc12,12,-2.1,5,0.3
O=C1c2ccccc2C(=O)N1c1ccc2ccccc2c1,-1,-1.0,-10,-0.1
CCC1CCCCN1C(=O)CC1(c2ccccc2OC)CC(=O)N(C2CCCC2)C1=O (stereo unspecified),21,-0.4,-24,1.1
CC(=O)N1CCc2cc(Br)cc(S(=O)(=O)N3CCN(c4ccccn4)CC3)c21,-5,0.0,-9,-0.1
Cc1ccc(C(C)C(=O)N2CCCC(c3c(S(C)(=O)=O)cnc4ncnn34)C2)cc1 (stereo unspecified),4,-0.2,-1,0.4
CCOC(=O)C1(Cc2ccc(Cl)cc2)CCN(C(=O)CCN2CCCO2)CC1,5,0.9,5,0.0
CCCCOC(=O)c1ccc(NC(=S)NC(=O)c2ccco2)cc1,0,1.7,1,0.0
COc1ccc2nc(CN3CCc4c(nc(C)[nH]c4=O)C3)ccc2c1,-3,-0.7,0,-0.1
COCCCNC(=O)/C(C#N)=C/c1cn(Cc2ccccc2)c2ccccc12,5,2.8,44*,1.1
CCC(=O)N1c2ccc(C)cc2C(=C2SC(C(=O)OC)=C(C(=O)OC)S2)C(=S)C1(C)C,8,1.6,11,-0.1
CC(C)/C=C/C(=O)N1CCCC(CNS(=O)(=O)N(C)C)C1 (stereo unspecified),4,0.4,-1,0.2
COc1cc(OC)c(C2Nc3ccccc3NC3=C2C(=O)CC(c2ccccc2)C3)cc1OC (stereo unspecified),2,-1.1,2,0.1
CCCn1c(=NC(=O)c2cccc(Cl)c2)c(C(=O)OCC)cc2c(=O)n3ccccc3nc21,0,-0.3,-4,0.1
N#CC(C#N)=C1NC2(CCCCC2)Cc2ccccc21,-4,1.2,-7,-0.1
Cc1cc(OCC(=O)Nc2ccc(S(N)(=O)=O)cc2)ccc1Cl,3,2.4,7,0.1
CC(=O)Nc1ccc(N=NN2CCCCC2)cc1,3,1.0,-52,0.4
O=C(O)CSCNC(=O)C12CC3CC(CC(C3)C1)C2,-3,-0.5,-5,-0.1
O=C(Nc1nc(=O)c2ccccc2s1)c1ccc([N+](=O)[O-])cc1,0,-0.9,-1,-0.1
Cc1ccc(NC(=O)N2CCN(c3ccc(-c4ccco4)nn3)CC2)cc1C,10,-0.9,-13,0.0
O=C1CCCCCN1C(=O)c1cccs1,13,-0.3,-1,0.3
C=CCNC(=O)NCc1cccc(Oc2ccc(F)cc2)c1,5,0.3,3,-0.2
CCc1c(C)sc(NC(=O)OC)c1C(=O)NCc1ccccc1,-16,-0.4,4,-0.4
N/C(=N\OC(=O)COc1cc(Cl)c(Cl)cc1Cl)c1ccccn1,17,-0.6,-68,0.3
NC(=O)c1ccccc1Nc1nc(Nc2ccc(F)cc2)ncc1Cl,0,0.9,-1,1.7
CN1CCN(c2ccc(-c3cccc(C(=O)NC4CC4)n3)cc2)CC1,5,-0.7,-6,0.1
Cc1ccc(NC(=O)C(C)(C(F)(F)F)C(F)(F)F)cc1,5,1.3,-2,-0.1

Next part; the last five above are carried over.
structure,MITF inh,GPR151 activ,TEAD-YAP block,FBW7 activator
CCc1c(C)sc(NC(=O)OC)c1C(=O)NCc1ccccc1,-16,-0.4,4,-0.4
N/C(=N\OC(=O)COc1cc(Cl)c(Cl)cc1Cl)c1ccccn1,17,-0.6,-68,0.3
NC(=O)c1ccccc1Nc1nc(Nc2ccc(F)cc2)ncc1Cl,0,0.9,-1,1.7
CN1CCN(c2ccc(-c3cccc(C(=O)NC4CC4)n3)cc2)CC1,5,-0.7,-6,0.1
Cc1ccc(NC(=O)C(C)(C(F)(F)F)C(F)(F)F)cc1,5,1.3,-2,-0.1
NC(=O)c1sc2nc(-c3ccccc3)cc(C(F)(F)F)c2c1N,-4,0.7,10,0.2
COc1cc(C(=O)OCC(=O)NNC(=O)c2ccccc2)c([N+](=O)[O-])cc1OC,6,-0.5,9,-0.1
C=CCN=C1SC(C)C(=O)N1S(=O)(=O)c1ccc(C)cc1 (stereo unspecified),-5,0.3,13,-0.2
C/C(=N\NC(=O)c1ccc(NS(=O)(=O)c2cccs2)cc1)c1ccc2c(c1)OCO2,12,2.4,-16,0.2
CC(C)c1ccccc1NC(=O)/C=C/C(=O)O,5,-0.2,-1,-0.1
CCOc1ccc2nc(N3CCCN(Cc4cccc5c4OCO5)CC3)nc(C)c2c1,-26,1.6,-12,1.7
Cc1cnc(C)c(-c2ccc(F)c3c2OC(CNC(=O)CCC2CCCC2)C3)n1 (stereo unspecified),-17,1.2,-8,-0.1
O=C(NCCc1ccc(Cl)cc1)c1cc(S(=O)(=O)N2CCC3(CC2)OCCO3)ccc1F,8,-0.4,6,0.0
O=S1(=O)N=C(SCc2ccc(F)cc2)Nc2ccc(F)cc21,5,-0.2,0,0.2
CCc1ccc(N2C(=O)C(Cl)=C(Oc3ccc(C(=O)OC)cc3)C2=O)cc1,7,-1.2,6,0.1
O=C(Cc1cn(-c2ccc(Nc3ccc4ncccc4c3)nn2)c2ccccc12)NCc1cccnc1,11,-0.8,-3,0.2
CCOc1ccc(-c2noc(=O)[nH]2)cc1,-9,0.1,-18,0.6
Cc1cc(C)c(C#N)c(SCc2ccccc2Cl)n1,15,-1.2,-4,0.0
CC(NC(=O)OCc1ccccc1)C(=O)NCC1CCCO1 (stereo unspecified),6,0.4,9,-0.1
O=c1c2ccccc2nc(N2CCOCC2)n1Cc1ccccc1,10,1.8,0,0.1
Cc1cnn(-c2ccnc(Nc3ccc(-n4cncn4)cc3)n2)c1,-20,-0.5,4,0.2
COC(=O)C(C)(C)ONC(=O)Nc1ccccc1,-10,1.5,0,0.2
COc1ccc(CCNC(=O)CCCn2c(SCC(=O)Nc3ccc(C)cc3)nc3ccccc3c2=O)cc1OC,21,-0.2,2,1.5
CCN(CC)S(=O)(=O)c1ccc(S(=O)(=O)Nc2ccc(SC#N)cc2F)cc1,2,0.6,18,-0.1
CS(=O)(=O)NCC(c1ccco1)N1CCN(c2ccccc2)CC1 (stereo unspecified),-2,2.3,-2,0.0
C=CCNc1nc2nonc2nc1NC1CCCC1,-7,0.0,3,-0.1
O=C(N/N=C\c1cccc(O)c1)c1cccc(N2Cc3ccccc3C2)c1,-1,1.7,-4,0.1
O=C(CCCn1c(=S)[nH]c2cc3c(cc2c1=O)OCO3)NCCCN1CCN(c2ccccc2F)CC1,2,2.4,-6,0.4
Cc1nc2sc3c(c2c(=O)n1Cc1c(F)cccc1Cl)CCCC3,13,0.8,-23,-0.2
Cc1cccc(Nc2nc(C(F)(F)F)c(-c3ccccc3)s2)c1C,1,1.1,-2,0.0
COc1ccccc1NC(=O)CCCCCCC(=O)Nc1ccccc1OC,3,-0.9,19,0.8
O=C(/C=C/c1cccc(F)c1)N1CCN(c2ccccn2)CC1,-4,0.4,-6,-0.1
Brc1cccc(C2C=C(c3ccccc3)Nc3ncnn32)c1 (stereo unspecified),15,-1.4,27,0.2
COc1cccc(CN2CCN(C(=O)Cn3ccnc3)[C@@H](C)C2)c1,-11,0.6,6,-0.1
COc1ccc(N(CC(=O)Nc2ccccc2)S(C)(=O)=O)cc1,8,-0.7,-4,0.2
COc1cccc(-c2nc3ccccc3c(=O)n2NC(=O)c2ccc(Cl)cc2)c1,-3,-1.6,-5,-0.3
O=S(=O)(/N=C(/Nc1ccc(F)cc1)C(F)(F)F)c1ccccc1,19,2.1,-8,0.0
CCNC(=O)N1CCc2nc(-c3cccnc3)nc(N3CCCC3)c2C1,8,1.0,0,0.2
Fc1ccc(-c2cc(Nc3ncccn3)nc(-c3ccccn3)n2)cc1,4,-1.3,-2,-0.4
O=C(COc1ccccc1[N+](=O)[O-])N/N=C/c1ccc(Cl)cc1Cl,18,0.9,-40,0.2
Cc1ccc(N2C(=O)c3ccccc3NC2c2ccc(O)cc2)cc1 (stereo unspecified),4,-3.1,-10,-0.1
OCCCNc1ncnc2c1c(-c1ccccc1)cn2-c1ccc(Br)cc1,6,3.9,-6,0.1
O=C(CN1C(=O)C2CC=CCC2C1=O)N1CCCCC1 (stereo unspecified),-10,-0.1,8,0.1
CCSc1nc2sc3c(c2c(=O)n1CC)CCC3,-17,-0.2,-9,0.5
COc1cc([N+](=O)[O-])ccc1NC(=O)c1cc2ccccc2o1,-3,2.4,-6,0.0
COc1ccc(C(CNS(=O)(=O)c2ccc3c(c2)OCCO3)N2CCCCC2)cc1 (stereo unspecified),-2,0.4,3,0.1
CCOc1ccc(C(=O)Nc2ccc3c(c2)Cc2ccccc2-3)cc1Cl,4,4.0,8,0.1
